AmpC det inh – blocks E. coli AmpC beta-lactamase in presence of detergent. purified AmpC, nitrocefin hydrolysis with detergent. Potency, µM (doses to about 28.7 µM), for inactives: top-dose activity change, negative = inhibition. 71,000 compounds, 0.09% hits. P00811; active = well fitted curve in the direction sought with a large enough effect
Target sequence (P00811 whole entry, looked up): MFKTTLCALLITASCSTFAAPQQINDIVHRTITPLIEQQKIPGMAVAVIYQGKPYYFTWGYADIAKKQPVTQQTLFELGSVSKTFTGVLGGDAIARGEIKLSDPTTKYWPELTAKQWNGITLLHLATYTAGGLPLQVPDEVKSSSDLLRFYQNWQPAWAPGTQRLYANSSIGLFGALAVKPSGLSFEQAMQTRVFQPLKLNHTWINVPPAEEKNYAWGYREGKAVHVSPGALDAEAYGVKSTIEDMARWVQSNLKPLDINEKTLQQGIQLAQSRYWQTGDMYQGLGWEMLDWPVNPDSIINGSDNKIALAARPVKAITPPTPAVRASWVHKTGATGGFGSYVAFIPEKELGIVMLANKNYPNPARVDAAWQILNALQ
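E. coli AmpC (5.3 nM) in 20 mM phosphate pH 7.0 with 0.01% Triton X-100, preincubated 15 min RT with compound; nitrocefin (2 uL of 800 uM stock) hydrolysis followed by 480 nm absorbance every 20 s over 4 min.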
Active calls of the source: *; [ ] = dose if it differs, or a comment. % is scaled to controls: 0 for no effect and ±100 for the full control effect; potency is read from the fitted curve at half-maximal effect. The list is partial; count on the stated rates, not on these rows.

SMILES	AmpC det inh
O=C(CSc1nnc(Cc2ccccc2)o1)NCc1ccco1	-5.1%
Cc1ccccc1-c1cc(-n2ccnc2)ncn1	9.5%
O=c1cc(Nc2ccc3c(c2)OCCO3)[nH]c(=O)n1-c1ccc(Br)cc1	-2.4%
CN(C)CCCN1C(=O)c2oc3ccc(Cl)cc3c(=O)c2C1c1cccnc1 (stereo not drawn)	13.4%
Cc1nnc(SCC(=O)N2c3ccccc3CC2C)s1 (stereo not drawn)	10.5%
CN(C)/C=N/c1c(C#N)cnn1-c1ccc(C(F)(F)F)cn1	13.8%
CC(C)NC(=O)NC1C2CC3CC(C2)CC1C3 (stereo not drawn)	-1.1%
CCOC(=O)c1cc2c(c(CSc3nc4ccccc4c(=O)n3Cc3ccco3)c1)OCOC2	-1.1%
CCc1ccc(S(=O)(=O)NCCc2csc(-c3ccccc3)n2)s1	-2.4%
CN(Cc1ccccc1)C(=O)CSc1nnc(-c2ccco2)n1-c1ccccc1	10.7%
COc1ccccc1OCc1nnc(SCCN2CCOCC2)o1	6.7%
COc1ccccc1C(=O)Nc1cccc(-c2cn3ccsc3n2)c1	-4.7%
COc1ccccc1C(=O)Nc1ccc2oc(-c3ccc(F)cc3)nc2c1	-0.7%
O=C(CSc1nnc(COc2ccccc2Cl)o1)NC(=O)NC1CCCC1	-1.0%
CC(C)Oc1cccc(C(=O)Nc2ccc(N3CCN(S(C)(=O)=O)CC3)cc2)c1	13.7%
O=C(OC(C(=O)NCc1cccs1)c1ccc(F)cc1)c1ccco1 (stereo not drawn)	-2.6%
N#Cc1cc2sc3nc4ccccc4n3c2cc1C#N	-3.4%
Nc1nonc1NC(=O)CSc1ncccc1C(=O)O	-2.2%
Cn1c(=O)c2c(nc(CN3CCCCC3)n2CCCc2ccccc2)n(C)c1=O	27.7%
Cc1cc(N2CCOCC2)nc2ccc(NC(=O)C3CCC(C)CC3)cc12 (stereo not drawn)	-2.2%
O=S(=O)(Nc1cccc(-c2cn3ccsc3n2)c1)c1ccc(F)cc1	-3.2%
c1ccc2c(c1)Sc1ccccc1N2C[C@H]1CN2CCC1CC2	-3.5%[5.75 µM]
Cc1nnc(SCC(=O)Nc2ccc3c(c2)OCCO3)s1	-2.5%
Cc1ccc2cc(CCNC(=O)c3ccco3)c(=O)[nH]c2c1	-2.3%
CCOC(=O)N1CCN(C(=O)CS(=O)Cc2nc(-c3ccc(C)cc3)oc2C)CC1 (stereo not drawn)	12.3%

Continuation:
SMILES	AmpC det inh
O=S(=O)(c1ccc(Oc2ccc(-c3nnco3)cc2)nc1)N1CCC(Cc2ccccc2)CC1	-4.4%
CC(C)CN(CC(C)C)S(=O)(=O)N1CCC(C(=O)NC2CCCCCCC2)CC1	-2.3%
COCCn1nnnc1C(c1cccs1)N1CCN(c2cc(C)ccc2C)CC1 (stereo not drawn)	-2.4%
COC(=O)c1sccc1NC(=O)c1c(C)noc1C	-0.6%
O=C(NCC12CC3CC(CC(C3)C1)C2)c1nc2ncccn2n1	-9.1%
CN(C(=O)C1CCOC1)c1nnc(-c2ccccn2)s1 (stereo not drawn)	11.1%
Cn1cccc1C(=O)N1CCC2(CCCN(c3ncccn3)C2)CC1	-0.2%
CCOC(=O)c1c(CN2CCCCC2)n(C)c2ccc(OC)c(S(=O)(=O)c3ccccc3)c12	-1.8%
C=Cn1c(N2CCOCC2)nc2c1c(=O)[nH]c(=O)n2C	-5.8%
CCCN1CCN(c2nc3c([nH]2)c(=N)ncn3CC(O)CO)CC1 (stereo not drawn)	15.7%
C=CCn1c(COc2ccccc2)nnc1SCC(=O)C(C)(C)C	-2.2%
CCCCCC(=O)Nc1ccc2oc(-c3cncc(Br)c3)nc2c1	-6.2%
O=C(Nc1cnn(C23CC4CC(CC(C4)C2)C3)c1)c1cc(-c2ccccc2)on1	8.0%
COCCNC(=O)C(c1ccc(F)cc1)N(CC1CCCO1)C(=O)CCC(=O)Nc1ccccn1 (stereo not drawn)	-0.8%
O=C(c1ccc2c(c1)OCO2)N1CCCN(C(=O)c2ccc3c(c2)OCO3)CC1	-2.7%
O=C(O)C1NCCc2ccccc21 (stereo not drawn)	4.3%
O=C(NCc1cccs1)C1CCCN1S(=O)(=O)c1ccccc1F (stereo not drawn)	2.4%
Cc1ccc2nc(NCCCN3CCOCC3)c(C=NCCCN3CCOCC3)c(=O)n2c1	-2.6%
CCSc1ccc2nnc(-c3cccc(F)c3)n2n1	-2.8%
O=C1N(CN2CCN(c3cccc(Cl)c3)CC2)c2ccccc2C12OCCCO2	-6.7%
O=C(Nc1ccc(Cl)c(Cl)c1)Nc1cc(C(=O)N2CCOCC2)ccc1N1CCCCC1	-0.5%
O=C(c1cccc(C(F)(F)F)c1)N1CCCCCC1	-5.7%
c1ccc(OCCSc2nnnn2-c2ccccc2)cc1	-4.5%
OCc1cn(-c2ccccc2)nc1-c1ccc(-c2nn(-c3ccccc3)cc2CO)cc1	5.2%
O=c1cc(N2CCOCC2)[nH]c(=O)n1C1CCCCC1	-3.1%

Seven compounds drawn at random from those above, as already listed:
SMILES	AmpC det inh
OCc1cn(-c2ccccc2)nc1-c1ccc(-c2nn(-c3ccccc3)cc2CO)cc1	5.2%
COc1ccccc1OCc1nnc(SCCN2CCOCC2)o1	6.7%
Cc1nnc(SCC(=O)N2c3ccccc3CC2C)s1 (stereo not drawn)	10.5%
CN(Cc1ccccc1)C(=O)CSc1nnc(-c2ccco2)n1-c1ccccc1	10.7%
c1ccc(OCCSc2nnnn2-c2ccccc2)cc1	-4.5%
Cc1nnc(SCC(=O)Nc2ccc3c(c2)OCCO3)s1	-2.5%
O=C(NCC12CC3CC(CC(C3)C1)C2)c1nc2ncccn2n1	-9.1%

Following part.
SMILES	AmpC det inh
CC(C)Cn1cnc2c(N)nc3ccccc3c21	-1.3%
O=C(CC1CCCC1)Nc1nc2ccccc2[nH]1	-3.9%
Cc1ccc(C(=O)CSc2nc3cccnc3n2C)cc1	-3.0%
O=C(NCCc1c[nH]c2ccccc12)C(F)(F)C(F)F	11.4%
Cc1ccc2[nH]c3nc(SCCN4CCOCC4)nnc3c2c1	-4.2%
COc1ccc(NC(=O)CCS(=O)(=O)c2ccc3c(c2)CCCN3C(C)=O)cc1	-2.2%
CC(C#N)CCC#N (stereo not drawn)	9.3%
Cn1c(CCCOc2ccc(Cl)cc2Cl)nnc1SCC(=O)Nc1nccs1	-0.6%
CN1CCN(CCC(=O)Nc2ccccc2Cl)CC1	-2.4%
COC(=O)C1C2C=CC3(CN(C(C)C)C(=O)C13)O2 (stereo not drawn)	12.0%
COc1ccc2nc(C)c3cc(C)oc3c2c1	-3.0%
CCS(=O)(=O)N1CCC(C(=O)NCCC2=CCCCC2)CC1	-2.6%
CCn1cc(C(=O)O)c(=O)c2cc(S(=O)(=O)N(C)C)ccc21	9.2%
CC(=O)N1CC=CC1(CC(C)C)C(=O)NCCc1c[nH]c2ccccc12 (stereo not drawn)	10.2%
CCC(C)(C(=O)NC1CCCC1)N(C(=O)CNC(C)=O)c1ccccc1 (stereo not drawn)	-2.9%
O=C(C1CCN(c2ncnc3c2sc2cccc(F)c23)CC1)N1CCOCC1	5.7%
Cc1ccc(SCCCCN2C(=O)NC(C)(C)C2=O)cc1	-4.7%
CC1=C[C@@H]2c3cccc4[nH]cc(c34)C[C@H]2N(C)C1	-4.6%
O=C(Cn1cnc2ccccc2c1=O)c1c[nH]c2ccccc12	-3.3%
COc1ccc(OC)c(-n2c(N)c(C(=O)NCC3CCCO3)c3nc4ccccc4nc32)c1 (stereo not drawn)	3.3%
C1CCC(n2nnnc2CN2CCCC2)CC1	1.4%
Cc1oc(/N=C/c2ccc(Cl)cc2Cl)c(C#N)c1C	5.5%
O=c1c(CCc2ccccc2)nc2cncnc2n1Cc1ccc(F)cc1	0.0%
O=C(c1csnn1)N1CCC2(CCCN(c3ccncc3)C2)CC1	-2.7%
O=C(c1ccncc1)N1CCC2(CCCN(c3cccc(-c4ccccc4)c3)C2)CC1	0.4%

Entries from the list above that contain two or more sulfur atoms, in the order listed:
SMILES	AmpC det inh
Cc1nnc(SCC(=O)N2c3ccccc3CC2C)s1 (stereo not drawn)	10.5%
CCc1ccc(S(=O)(=O)NCCc2csc(-c3ccccc3)n2)s1	-2.4%
O=S(=O)(Nc1cccc(-c2cn3ccsc3n2)c1)c1ccc(F)cc1	-3.2%
Cc1nnc(SCC(=O)Nc2ccc3c(c2)OCCO3)s1	-2.5%
O=C(NCc1cccs1)C1CCCN1S(=O)(=O)c1ccccc1F (stereo not drawn)	2.4%
Cn1c(CCCOc2ccc(Cl)cc2Cl)nnc1SCC(=O)Nc1nccs1	-0.6%

(list continues)
SMILES	AmpC det inh
COc1cccc(NC2=CC(=O)CC(C)(C)C2)c1	-9.9%
COc1cc(NC(=O)C2CCCN2S(=O)(=O)c2cccc3cccnc23)cc(OC)c1OC (stereo not drawn)	10.9%
COc1cc(OC)cc(C(=O)Nc2ccc(-c3nc4ccccc4o3)c(O)c2)c1	1.1%
Cc1cccc(-c2nnc(SCC#N)n2Cc2ccccc2)c1	11.7%
Cc1cc(CCN2CCC(=O)NC2=O)ccc1OC(C)C	0.2%
CCCCn1ccnc1C(=O)c1cccc(S(=O)(=O)N2c3ccccc3CC2C)c1 (stereo not drawn)	-0.1%
CCOc1ccccc1NC1c2ccccc2C(=O)N1Cc1ccco1 (stereo not drawn)	3.0%
CCOC(=O)N1CCN(c2c(NC3CCN(Cc4ccccc4)CC3)c(=O)c2=O)CC1	9.7%
Cc1sc2ncnc(OCC(=O)NCC3CCCO3)c2c1C (stereo not drawn)	-4.0%
Cc1noc(/C=C/N(C)C)c1S(=O)(=O)N1CCCC(C(=O)NC2CCCCC2C)C1 (stereo not drawn)	11.5%
CCOC(=O)c1[nH]c2ccc(OCC)cc2c1NC(=O)CN1CCN(c2ccccc2)CC1	-0.4%
Brc1cnc(N2CCCC2)nc1N1CCOCC1	-1.5%
COc1ccc(CNc2ncnc3ccc(-c4ccc5c(c4)OCO5)cc23)c(OC)c1	3.4%
COc1cccc(N2CCN(C3CC(=O)N(c4ccc(C)c(Cl)c4)C3=O)CC2)c1 (stereo not drawn)	-4.5%
O=C1N(c2ccc(Cl)c(Cl)c2)CN(Cc2ccccc2)CN1n1cnnc1	-5.4%
CC(=O)OCC(=O)[C@@]1(O)CC[C@@H]2[C@H]3CCC4=CC(=O)CC[C@]4(C)[C@]3(F)[C@@H](O)C[C@@]21C	1.4%[12.8 µM]
Cc1ccc(C2CC(=O)Nc3sc(C(N)=O)c(N)c32)cc1 (stereo not drawn)	-1.4%
CCCc1cc(-n2ccnc2)n2c(nc3ccccc32)c1C#N	-6.5%
COc1ccc(C(=O)CSc2nnc(-c3cnccn3)n2Cc2ccco2)cc1	-1.9%
Cc1cc(NC(=O)CCN2CCC(C(N)=O)CC2)ccc1Br	6.4%
O=C(OC(C(=O)NCc1cccs1)c1ccccc1Cl)c1ccco1 (stereo not drawn)	-4.0%
CC(=O)N1CCC[C@@]2(CCN(C(c3ccccc3)c3ccccc3)C2)C1	-1.1%
Cc1ccc(-c2nc(-c3nccc4ccccc34)oc2-c2ccccc2)cc1	-4.9%[5.75 µM]
CCCCOC(=O)CN1C(=O)c2ccc(C(=O)OCCCC)cc2C1=O	-2.4%
Cc1cc(C)c2cc(C#N)c(NCCCNC(=O)CCC(=O)O)nc2c1	2.3%

The results go on:
SMILES	AmpC det inh
CCCCCCN(C(=O)CCCCCN1C(=O)NC(c2ccc(-c3ccccc3)cc2)C(C(=O)OCc2ccccc2)=C1C)C(C(=O)NCCCC)c1ccc(-c2ccccc2)cc1 (stereo not drawn)	14.4%
COc1ccc2[nH]c(=O)c(CN(CC3CCCO3)C(=O)Nc3ccccc3OC)cc2c1 (stereo not drawn)	2.7%
CCN1c2ccccc2NC2C1C(C(C)=O)C(=O)N2c1ccc(Cl)cc1 (stereo not drawn)	-2.2%
Cc1ccc(SC/C(O)=C(\C#N)c2nc3ccccc3n2C)cc1	-2.4%
CCc1cc2c(CN3CCN(CCO)CC3)cc(=O)oc2cc1O	1.0%
CC(C)N1C(=S)SC(C)(C)C1NO (stereo not drawn)	-0.7%
Cc1cc(N)ccc1-n1c(C)ccc1C	-4.1%
Cc1ccccc1C(=O)OCn1nnc2ccccc2c1=O	7.0%
NC(N)=Nc1nc(CSCC/C(N)=N/S(N)(=O)=O)cs1	-1.1%[12.8 µM]
Cc1cc(Nc2cc(F)ccc2C)n2nc(C)nc2n1	5.7%
CCN(CC)CCNc1nc2ccccc2n1C	-5.6%
O=C1C=CC(=O)c2c1ccc1c2ccc2ccccc21	-2.5%[12.8 µM]
CCn1c(C(=O)N2CCC(C(=O)NCc3ccc4c(c3)OCO4)CC2)cc2sccc21	11.4%
O=C(COc1ncnc2sccc12)N1CCN(S(=O)(=O)c2ccc(Cl)cc2)CC1	-3.5%
COCCN1C=C(C(=O)OC)C(c2ccc3c(c2)OCO3)C(C(=O)OC)=C1	0.5%
CC(=O)Nc1sc(C)c(C)c1C(=O)OC1CCOC1=O (stereo not drawn)	10.7%
O=C(C1=C(O)C(=O)N(CCN2CCOCC2)C1c1ccncc1)c1ccco1 (stereo not drawn)	5.9%
COC(=O)c1ccc(OC(=O)c2ccccn2)cc1	-1.5%
COCc1ccc2oc(C(=O)O)cc2c1	20.7%
CS(=O)(=O)N1CCC[C@@]2(CCN(Cc3ccccc3)C2)C1	-4.4%
CC(C)(C)C(O)C(Oc1ccc(Cl)cc1)n1cncn1 (stereo not drawn)	0.5%
O=c1c2ccccc2nnn1CSc1nnc(-c2ccco2)o1	-2.8%
